NCI-60 one-dose screen, 48 h, at 10 µM unless noted. Numbers give growth in % (100 = growth as untreated, 0 = no growth, -100 = all killed).
MCF7 = MCF7 breast cancer; AID 1794796; 82,000 tested, 6.3% active
HS 578T = HS 578T breast cancer; AID 1794788; 78,000 tested, 4.1% active
BT-549 = BT-549 breast cancer; 78,000 tested, 4.4% active
MDA-MB-468 = MDA-MB-468 breast cancer. 78,000 tested, 8.5% active
T-47D = T-47D breast cancer; 79,000 tested, 5% active; AID 1794792
LOX IMVI = LOX IMVI melanoma | 79,000 tested, 7.4% active | AID 1794757
K-562 = K-562 leukemia. 78,000 tested, 7.4% active. AID 1794777
MDA-MB-231 = MDA-MB-231 breast cancer. 81,000 tested, 5% active. AID 1794789
Starred values were filed as active, the others as inactive; [ ] = dose if it differs, or a comment. The calls were made as follows: active = growth percent below 10; inactive = the rest.

Results for NS(=O)(=O)c1ccc(CCN2C(=O)/C(=C\c3ccc(Cl)cc3)C=C2c2ccc(F)cc2)cc1 ?
MCF7: 53; HS 578T: 91; BT-549: 83; MDA-MB-468: 77; T-47D: 57; LOX IMVI: 80; K-562: 75; MDA-MB-231: 68

How did CCOC(=O)C1(NC(=O)C(CO)NC(C)=O)CCCC1 (stereo not drawn) do in these assays?
MCF7: 95; HS 578T: 99; BT-549: 102; MDA-MB-468: 99; T-47D: 95; LOX IMVI: 96; K-562: 114; MDA-MB-231: 116

Results for COc1ccc(-c2[nH]ncc2C2NC(=O)c3sc4nc(C)cc(C)c4c3N2)cc1 (stereo not drawn) ?
MCF7: 105; HS 578T: 87; BT-549: 111; MDA-MB-468: 103; T-47D: 98; LOX IMVI: 87; K-562: 103; MDA-MB-231: 100

Results for CC(C)CCO/N=C/c1ccccn1 ?
MCF7: 105; HS 578T: 92; BT-549: 114; MDA-MB-468: 128; T-47D: 99; LOX IMVI: 100; K-562: 107; MDA-MB-231: 105

What do the screens show for `COc1ccc2[nH]c(O)c(N=NC(=O)Cn3c(-c4ccccc4)nc4ccccc43)c2c1`?
MCF7: 90; HS 578T: 74; BT-549: 67; MDA-MB-468: 78; T-47D: 70; LOX IMVI: 95; K-562: 52; MDA-MB-231: 96

What do the screens show for `COCC(Cl)/C(N)=N\S(=O)(=O)c1ccc(Cl)cc1` (stereo not drawn)?
MCF7: 97; HS 578T: 91; BT-549: 121; MDA-MB-468: 98; LOX IMVI: 96; K-562: 114

How did NNC(=O)c1ccccc1Nc1ccnc(C(F)(F)F)c1 do in these assays?
MCF7: 104; HS 578T: 127; BT-549: 99; T-47D: 83; LOX IMVI: 99; K-562: 110; MDA-MB-231: 84

How did COc1ccc2c(c1)C(=O)/C(=C/c1cccc(OCC(=O)Nc3nc4c(s3)CCCC4)c1)O2 do in these assays?
MCF7: 22; HS 578T: -16*; BT-549: -65*; T-47D: 47; LOX IMVI: -70*; K-562: -47*; MDA-MB-231: 23

How did NC(N)=NS(=O)(=O)c1ccc(Nc2ccc3nnc(-c4ccncc4)n3n2)cc1 do in these assays?
MCF7: 91; HS 578T: 100; BT-549: 112; MDA-MB-468: 97; T-47D: 96; LOX IMVI: 97; K-562: 95; MDA-MB-231: 102

How did CC(=O)NC1=C/C(=C\[N+](=O)[O-])C=C1O do in these assays?
MCF7: 101; HS 578T: 106; BT-549: 117; MDA-MB-468: 93; T-47D: 89; LOX IMVI: 98; K-562: 114; MDA-MB-231: 93

What do the screens show for `C=C(C)[C@@H]1CC[C@]2(C(=O)N3CCN(C)CC3)CC[C@]3(C)[C@H](CC[C@@H]4[C@@]5(C)CC(CCCNC(C)=O)(CCCNC(C)=O)[C@H](OC(C)=O)C(C)(C)[C@@H]5CC[C@]43C)[C@@H]12`?
MCF7: 89; HS 578T: 97; BT-549: 104; MDA-MB-468: 99; T-47D: 90; LOX IMVI: 98; K-562: 81; MDA-MB-231: 108

What do the screens show for `COc1ccc2c(c1)C/C(=C\c1cc(-c3cc(OC)c(OC)c(OC)c3)n[nH]1)C2=O`?
MCF7: 56; HS 578T: 92; BT-549: 85; MDA-MB-468: 69; T-47D: 73; K-562: 54; MDA-MB-231: 79

9 neighbouring compounds from above, quoted:
Results for NS(=O)(=O)c1ccc(CCN2C(=O)/C(=C\c3ccc(Cl)cc3)C=C2c2ccc(F)cc2)cc1 ?
MCF7: 53; HS 578T: 91; BT-549: 83; MDA-MB-468: 77; T-47D: 57; LOX IMVI: 80; K-562: 75; MDA-MB-231: 68

How did CCOC(=O)C1(NC(=O)C(CO)NC(C)=O)CCCC1 (stereo not drawn) do in these assays?
MCF7: 95; HS 578T: 99; BT-549: 102; MDA-MB-468: 99; T-47D: 95; LOX IMVI: 96; K-562: 114; MDA-MB-231: 116

Results for COc1ccc(-c2[nH]ncc2C2NC(=O)c3sc4nc(C)cc(C)c4c3N2)cc1 (stereo not drawn) ?
MCF7: 105; HS 578T: 87; BT-549: 111; MDA-MB-468: 103; T-47D: 98; LOX IMVI: 87; K-562: 103; MDA-MB-231: 100

Results for CC(C)CCO/N=C/c1ccccn1 ?
MCF7: 105; HS 578T: 92; BT-549: 114; MDA-MB-468: 128; T-47D: 99; LOX IMVI: 100; K-562: 107; MDA-MB-231: 105

What do the screens show for `COc1ccc2[nH]c(O)c(N=NC(=O)Cn3c(-c4ccccc4)nc4ccccc43)c2c1`?
MCF7: 90; HS 578T: 74; BT-549: 67; MDA-MB-468: 78; T-47D: 70; LOX IMVI: 95; K-562: 52; MDA-MB-231: 96

What do the screens show for `COCC(Cl)/C(N)=N\S(=O)(=O)c1ccc(Cl)cc1` (stereo not drawn)?
MCF7: 97; HS 578T: 91; BT-549: 121; MDA-MB-468: 98; LOX IMVI: 96; K-562: 114

How did NNC(=O)c1ccccc1Nc1ccnc(C(F)(F)F)c1 do in these assays?
MCF7: 104; HS 578T: 127; BT-549: 99; T-47D: 83; LOX IMVI: 99; K-562: 110; MDA-MB-231: 84

How did COc1ccc2c(c1)C(=O)/C(=C/c1cccc(OCC(=O)Nc3nc4c(s3)CCCC4)c1)O2 do in these assays?
MCF7: 22; HS 578T: -16*; BT-549: -65*; T-47D: 47; LOX IMVI: -70*; K-562: -47*; MDA-MB-231: 23

How did NC(N)=NS(=O)(=O)c1ccc(Nc2ccc3nnc(-c4ccncc4)n3n2)cc1 do in these assays?
MCF7: 91; HS 578T: 100; BT-549: 112; MDA-MB-468: 97; T-47D: 96; LOX IMVI: 97; K-562: 95; MDA-MB-231: 102

Next part
How did Nc1ccc(/C=C/C(=O)O)cc1 do in these assays?
MCF7: 96; HS 578T: 99; BT-549: 111; MDA-MB-468: 106; T-47D: 103; LOX IMVI: 99; K-562: 106; MDA-MB-231: 92

What do the screens show for `O=C(C1CC2CCC13CC=CCC23)C1CC2CCC13CC=CCC23` (stereo not drawn)?
MCF7: 92; HS 578T: 97; MDA-MB-468: 99; T-47D: 89; LOX IMVI: 87; K-562: 71; MDA-MB-231: 106

How did COc1cc(-c2nnc(Nc3ccc(C(F)(F)F)cc3)o2)ccc1O do in these assays?
MCF7: 81; HS 578T: 102; BT-549: 96; MDA-MB-468: 108; T-47D: 87; LOX IMVI: 92; K-562: 83; MDA-MB-231: 90

Results for CCCCCCCSCCO ?
MCF7: 102; HS 578T: 103; BT-549: 117; MDA-MB-468: 123; T-47D: 108; LOX IMVI: 99; K-562: 106; MDA-MB-231: 110

What do the screens show for `CN(C)CCOC(=O)Nc1ccc(Cc2ccc(NC(=O)OCCN(C)C)cc2)cc1`?
MCF7: 45[100 µM]; HS 578T: 73[100 µM]; BT-549: 68[100 µM]; MDA-MB-468: 40[100 µM]; T-47D: 105[100 µM]; K-562: -30*[100 µM]; MDA-MB-231: 66[100 µM]

How did COc1ccc(/C=C/c2nc3ccc(NC(C)=O)cc3s2)cc1 do in these assays?
MCF7: 90; HS 578T: 123; BT-549: 99; T-47D: 68; LOX IMVI: 91; K-562: 55; MDA-MB-231: 103

What do the screens show for `C[C@]12CC[C@H](O)C[C@@H]1CC[C@@H]1[C@@H]2CC[C@@]2(C)[C@H]1CC[C@@H]2[C@](C)(O)CCc1ccc(F)cc1`?
MCF7: 57; HS 578T: 99; BT-549: 103; MDA-MB-468: 53; T-47D: 40; LOX IMVI: 78; K-562: 47; MDA-MB-231: 85

What do the screens show for `CCCCCC1CC1/C=C(\F)C(=O)OCC` (stereo not drawn)?
MCF7: 92; HS 578T: 106; BT-549: 121; MDA-MB-468: 111; T-47D: 107; LOX IMVI: 104; K-562: 103; MDA-MB-231: 103

How did CCOC(=O)c1[nH]c(C)c([N+](=O)[O-])c1C do in these assays?
MCF7: 103; HS 578T: 111; BT-549: 100; T-47D: 76; LOX IMVI: 102; K-562: 106; MDA-MB-231: 104

What do the screens show for `CN1C(=O)N(C)C2(c3ccccc3)N(CC(=O)Nc3ccccc3O)C(=O)NC12c1ccccc1` (stereo not drawn)?
MCF7: 101; HS 578T: 105; BT-549: 104; MDA-MB-468: 104; T-47D: 98; LOX IMVI: 97; K-562: 101; MDA-MB-231: 101

How did CC12CCC(C(=O)C1=O)C2(C)C (stereo not drawn) do in these assays?
MCF7: 108; HS 578T: 96; MDA-MB-468: 85; T-47D: 109; LOX IMVI: 106; K-562: 106; MDA-MB-231: 102

What do the screens show for `O=C1c2ccccc2C(=O)N1OCc1ccccc1`?
MCF7: 100; HS 578T: 113; BT-549: 118; MDA-MB-468: 125; T-47D: 92; LOX IMVI: 109; MDA-MB-231: 104

What do the screens show for `Cc1cc2c(cc1C)C(=O)C(=O)N2`?
MCF7: 99; HS 578T: 85; BT-549: 101; MDA-MB-468: 104; K-562: 104; MDA-MB-231: 111

How did Nc1nnc(-c2c[nH]c3ncccc23)c(-c2c[nH]c3ccc(F)cc23)n1 do in these assays?
MCF7: 77; HS 578T: 97; BT-549: 101; MDA-MB-468: 98; T-47D: 78; K-562: 89; MDA-MB-231: 97

Results for CCCCCNS(=O)(=O)c1ccc(C)cc1 ?
MCF7: 88; HS 578T: 89; MDA-MB-468: 106; LOX IMVI: 94; K-562: 100; MDA-MB-231: 103

Results for CCCCCCCCCCCCCCCC[N+](C)(C)CCCNS(=O)(=O)c1ccc2ccccc2c1 ?
MCF7: 99; HS 578T: 115; BT-549: 103; MDA-MB-468: 108; T-47D: 110; LOX IMVI: 118; K-562: 105; MDA-MB-231: 106

How did O=C(O)COc1ccc(Cl)cc1CC(Cl)CCl (stereo not drawn) do in these assays?
MCF7: 95; HS 578T: 104; BT-549: 109; MDA-MB-468: 94; T-47D: 96; LOX IMVI: 96; K-562: 102; MDA-MB-231: 90

How did CC1=NC(=S)NC(c2ccccc2)/C1=C1/CC(c2ccc(Cl)cc2)ON1 (stereo not drawn) do in these assays?
MCF7: 86; HS 578T: 112; BT-549: 106; MDA-MB-468: 118; T-47D: 100; LOX IMVI: 102; K-562: 103; MDA-MB-231: 104

Results for COC(=O)c1c2c(c(C)[n+]([O-])c1C)C(=O)C(NCCCCO)=CC2=O ?
MCF7: 82; HS 578T: 100; BT-549: 98; MDA-MB-468: 81; T-47D: 94; LOX IMVI: 91; K-562: 100; MDA-MB-231: 84

Results for COC(=O)C12C3C(=O)N(c4ccc(Cl)cc4)C(=O)C3C(c3cn(-c4ccccc4)nc3C)N1[C@H](c1cn(-c3ccccc3)nc1C)[C@@H]1C(=O)N(c3ccc(Cl)cc3)C(=O)[C@@H]12 (stereo partly drawn) ?
MCF7: 98; HS 578T: 102; BT-549: 104; MDA-MB-468: 93; T-47D: 90; K-562: 92; MDA-MB-231: 91

Results for N#C/C(=C\c1ccc(-c2ccc(F)cc2)o1)c1nc(-c2ccco2)cs1 ?
MCF7: 12; HS 578T: 109; BT-549: 106; MDA-MB-468: -47*; T-47D: -26*; K-562: 96; MDA-MB-231: 89

What do the screens show for `CCN1C(=O)/C(=c2\sc3n(c2=O)NC2C(N=3)N(CC)C(=O)N2CC)c2ccccc21` (stereo not drawn)?
MCF7: 37; HS 578T: 37; BT-549: 59; MDA-MB-468: 27; T-47D: 36; LOX IMVI: 55; K-562: 10; MDA-MB-231: 20

How did O=C(CSc1nnc(-c2cc(-c3ccccc3)nc3ccccc23)n1-c1ccccc1)c1ccccc1 do in these assays?
MCF7: 97; HS 578T: 110; BT-549: 97; MDA-MB-468: 104; T-47D: 75; LOX IMVI: 101; K-562: 134; MDA-MB-231: 105

What do the screens show for `CCCCCC[C@@H]1O[C@@H](c2ccccc2)[C@@H](O)[C@H]1O`?
MCF7: 101; HS 578T: 85; BT-549: 105; MDA-MB-468: 99; T-47D: 106; LOX IMVI: 91; K-562: 105; MDA-MB-231: 109

Results for Cc1nc2n(c(=O)c1CCN1CCC(c3noc4cc(F)ccc34)CC1)CCC[C@@H]2O ?
MCF7: 85; HS 578T: 100; BT-549: 99; MDA-MB-468: 100; T-47D: 84; LOX IMVI: 97; MDA-MB-231: 91

How did COc1ccc(/C=C2\SC(=O)N(Cc3cc(=O)oc4ccc(OC)cc34)C2=O)cc1 do in these assays?
MCF7: 82; HS 578T: 103; BT-549: 77; MDA-MB-468: 47; T-47D: 63; LOX IMVI: 86; K-562: 54; MDA-MB-231: 83

What do the screens show for `COc1ccccc1C1OC2=C(Nc3ccccc3N2)C1=O` (stereo not drawn)?
MCF7: 95; HS 578T: 102; BT-549: 84; MDA-MB-468: 109; T-47D: 91; LOX IMVI: 90; K-562: 97; MDA-MB-231: 105

How did Cn1c(=O)cc(Cl)[nH]c1=O do in these assays?
MCF7: 99; HS 578T: 108; BT-549: 105; MDA-MB-468: 105; T-47D: 104; LOX IMVI: 99; K-562: 83; MDA-MB-231: 89

Results for COc1ccc(-c2nc(SCC(C)C)nc(Nc3ccc(C)cc3)c2C#N)cc1 ?
MCF7: 70; HS 578T: 43; BT-549: 86; MDA-MB-468: 71; T-47D: 32; LOX IMVI: 74; K-562: 69; MDA-MB-231: 68

Results for CC(N)(C(=O)O)c1ccccc1 (stereo not drawn) ?
MCF7: 116; HS 578T: 110; BT-549: 118; MDA-MB-468: 87; T-47D: 104; LOX IMVI: 99; K-562: 115; MDA-MB-231: 111

Results for COc1ccc(-c2c(C#N)c(-c3ccco3)nc3c2c(-c2ccccc2)nn3-c2ccccc2)cc1OC ?
MCF7: 86; HS 578T: 98; BT-549: 115; MDA-MB-468: 110; T-47D: 83; K-562: 99; MDA-MB-231: 85

How did CCSc1nnc(Nc2ccc(C(C)C)cc2)s1 do in these assays?
MCF7: 95; HS 578T: 132; BT-549: 103; T-47D: 79; LOX IMVI: 82; K-562: 52; MDA-MB-231: 92
